# NSD2 block: NSD2 (human) methyltransferase inhibition | O96028 | NSD2-SET H3K36me1 DELFIA fluorescence, biochemical | inhibition, % at 12.5 µM | 44,000 compounds, 0.07% hits | AID 624260; in the data active = inhibition above about 54%, passing the limit was not always enough;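 also: inhibitors reduce the monomethyl H3K36 fluorescence signal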
# * hit, by the source's call. Some of the compounds tested; count on the stated rates, not on these rows.
SMILES,NSD2 block
C[C@@H]1CCCCO[C@H](CN(C)C(=O)Nc2ccccc2)[C@H](C)CN([C@H](C)CO)C(=O)c2cc(NC(=O)Cc3ccccc3)ccc2O1,-2.7
C[C@H](CO)N1C[C@H](C)[C@@H](CN(C)C(=O)Nc2ccc3c(c2)OCO3)Oc2ccc(N(C)C)cc2C1=O,-6.9
C[C@H](CO)N1C[C@H](C)[C@H](CN(C)Cc2ccncc2)Oc2ccc(NC(=O)Nc3ccc4c(c3)OCO4)cc2C1=O,-0.8
O=C(C[C@H]1C[C@H]2c3cc(NC(=O)c4ccc5c(c4)OCO5)ccc3O[C@H]2[C@@H](CO)O1)NCc1ccc(Cl)cc1,4.8
C[C@@H]1CN([C@@H](C)CO)S(=O)(=O)c2ccc(C3=CCCC3)cc2O[C@@H]1CN(C)S(=O)(=O)c1ccc(F)cc1,1.9
C[C@@H]1CN([C@H](C)CO)C(=O)c2cccc(NC(=O)c3ccc(-c4nccs4)cc3)c2O[C@H]1CN(C)CC1CC1,3.5
COc1ccc(S(=O)(=O)N(C)C[C@H]2Oc3c(NC(=O)c4ccncc4)cccc3C(=O)N([C@H](C)CO)C[C@@H]2C)cc1,0.0
C[C@@H]1CN([C@H](C)CO)C(=O)c2cc(NC(=O)CCCN(C)C)ccc2O[C@@H](C)CCCCO[C@H]1CN(C)C(=O)NC1CCCCC1,2.0
C[C@@H]1CN([C@@H](C)CO)S(=O)(=O)c2ccc(C#Cc3ccccc3F)cc2O[C@@H]1CN(C)C,-6.0
C[C@H]1CN([C@@H](C)CO)C(=O)Cc2cc(NC(=O)Nc3cccc4ccccc34)ccc2O[C@@H]1CN(C)Cc1ccc(C(=O)Nc2ccccc2N)cc1,-1.8
C[C@@H]1CCCCO[C@@H](CN(C)S(=O)(=O)c2ccc(F)cc2)[C@@H](C)CN([C@@H](C)CO)C(=O)c2cc(NS(C)(=O)=O)ccc2O1,7.7
C[C@@H]1CN([C@H](C)CO)C(=O)c2cc(NC(=O)Nc3cccc4ccccc34)ccc2O[C@@H]1CN(C)C(=O)Nc1cccc2ccccc12,-1.3
COc1ccc(S(=O)(=O)N(C)C[C@H]2Oc3ccc(NC(=O)Nc4c(C)noc4C)cc3C(=O)N([C@@H](C)CO)C[C@@H]2C)cc1,0.6
COc1ccc(S(=O)(=O)N(C)C[C@H]2Oc3ncc(-c4ccncc4)cc3C(=O)N([C@H](C)CO)C[C@H]2C)cc1,-7.5
CC(C)NC(=O)N(C)C[C@@H]1Oc2ccc(NC(=O)CCC(F)(F)F)cc2CC(=O)N([C@@H](C)CO)C[C@H]1C,0.4
C[C@H](CO)N1C[C@H](C)[C@H](CN(C)S(=O)(=O)c2ccc(F)cc2)OCc2cn(nn2)CCCC1=O,4.5
CCC(NC(C)C)C(O)c1ccc(O)c(O)c1 (stereo not drawn),-3.0
COc1ccccc1CN1C(=O)c2ccccc2[C@@H](C(=O)NCc2ccccc2)[C@@H]1c1ccc(CO)cc1,-2.1
C[C@H](CO)N1C[C@H](C)[C@@H](CN(C)S(=O)(=O)c2ccccc2)Oc2c(NC(=O)Nc3ccc(F)cc3)cccc2C1=O,0.7
C[C@H](CO)N1C[C@H](C)[C@H](CN(C)S(=O)(=O)c2ccc(F)cc2)OCCCC[C@H](C)Oc2ccc(NC(=O)NC3CCCCC3)cc2C1=O,-1.1
COc1ccc(NC(=O)N(C)C[C@H]2Oc3cc(-c4cccc(C(=O)N(C)C)c4)ccc3S(=O)(=O)N([C@@H](C)CO)C[C@H]2C)cc1,7.0
C[C@@H]1CN([C@H](C)CO)C(=O)CCCn2cc(nn2)CO[C@H]1CN(C)C(=O)Nc1ccc(C(C)(C)C)cc1,1.7
Cc1cc(=O)[nH]c(SCC(=O)Nc2cccc3ccccc23)n1,0.9
O=C(C[C@@H]1CC[C@@H](NC(=O)c2ccncc2)[C@H](CO)O1)NCC1CC1,-0.1
CC(C)NC(=O)Nc1ccc2c(c1)C(=O)N([C@@H](C)CO)C[C@H](C)[C@H](CN(C)S(=O)(=O)c1cccs1)OCCCC[C@H](C)O2,4.1

# Of the compounds above, five contain an aryl methoxy group:
SMILES,NSD2 block
COc1ccc(S(=O)(=O)N(C)C[C@H]2Oc3c(NC(=O)c4ccncc4)cccc3C(=O)N([C@H](C)CO)C[C@@H]2C)cc1,0.0
COc1ccc(S(=O)(=O)N(C)C[C@H]2Oc3ccc(NC(=O)Nc4c(C)noc4C)cc3C(=O)N([C@@H](C)CO)C[C@@H]2C)cc1,0.6
COc1ccc(S(=O)(=O)N(C)C[C@H]2Oc3ncc(-c4ccncc4)cc3C(=O)N([C@H](C)CO)C[C@H]2C)cc1,-7.5
COc1ccccc1CN1C(=O)c2ccccc2[C@@H](C(=O)NCc2ccccc2)[C@@H]1c1ccc(CO)cc1,-2.1
COc1ccc(NC(=O)N(C)C[C@H]2Oc3cc(-c4cccc(C(=O)N(C)C)c4)ccc3S(=O)(=O)N([C@@H](C)CO)C[C@H]2C)cc1,7.0

# Later entries
SMILES,NSD2 block
C[C@H](CO)N1C[C@H](C)[C@H](CN(C)C(=O)Nc2ccc(F)cc2)Oc2ncc(-c3cc4ccccc4o3)cc2C1=O,-10.2
COc1ccc(S(=O)(=O)N(C)C[C@@H]2OCCCC[C@H](C)Oc3ccc(NC(=O)CCCN(C)C)cc3C(=O)N([C@@H](C)CO)C[C@H]2C)cc1,7.6
C[C@H]1CN([C@@H](C)CO)C(=O)c2cccc(NS(C)(=O)=O)c2O[C@@H]1CN(C)Cc1ccc(C(=O)Nc2ccccc2N)cc1,-2.2
COc1ccc(NC(=O)Nc2ccc3c(c2)C(=O)N([C@H](C)CO)C[C@H](C)[C@@H](CN(C)S(=O)(=O)c2ccc(OC)cc2)O3)cc1,-3.1
C[C@H](CO)N1C[C@H](C)[C@@H](CN(C)S(=O)(=O)c2ccc(Cl)cc2)Oc2c(NC(=O)CCCCCC(=O)Nc3ccccc3N)cccc2C1=O,2.9
COc1ccc(S(=O)(=O)N(C)C[C@@H]2Oc3ccc(NS(=O)(=O)c4ccc(F)cc4)cc3C(=O)N([C@H](C)CO)C[C@H]2C)cc1,-2.2
CC1(C)CC(n2c(NCCO)nc3c(c2=O)C2(CCCCC2)Cc2ccccc2-3)CCO1 (stereo not drawn),-4.8
Cc1noc(C)c1S(=O)(=O)Nc1ccc2c(c1)C(=O)N([C@H](C)CO)C[C@@H](C)[C@@H](CN(C)Cc1ccncc1)OCCCC[C@@H](C)O2,-0.6
C[C@@H]1CN([C@H](C)CO)C(=O)c2cccc(NC(=O)Nc3ccc(F)cc3)c2O[C@H]1CN(C)Cc1ccc(C(F)(F)F)cc1,-10.5
CC(=O)N1CCN(C(=S)c2ccc(-c3ccc(C)cc3)o2)CC1,-7.2
O=C(C[C@@H]1C[C@H]2c3cc(NC(=O)CC4CC4)ccc3O[C@H]2[C@H](CO)O1)NCc1ccc(Cl)cc1,5.1
C[C@H]1CN([C@@H](C)CO)C(=O)c2cc(NS(=O)(=O)c3cn(C)cn3)ccc2O[C@@H]1CN(C)C(=O)Nc1ccc(F)cc1,-4.7
C=CC[C@]12N=C(c3ccc(OCCCO)cc3)O[C@H]1c1ccccc1CN(Cc1ccccc1)C2=O,-0.6
CC(=O)O[C@@H]1[C@@H](OC(=O)/C=C/c2ccccc2)[C@H](C)O[C@@H](O[C@H]2[C@@H]3C=CO[C@@H](O[C@@H]4O[C@H](CO)[C@@H](O)[C@H](O)[C@H]4O)[C@@H]3[C@@]3(CO)O[C@@H]23)[C@@H]1OC(C)=O,1.0
C[C@@H]1CN([C@H](C)CO)C(=O)c2cccc(NC(=O)NC3CCCCC3)c2O[C@@H]1CN(C)Cc1ccc(C(=O)O)cc1,5.2
Cc1noc(C)c1NC(=O)N(C)C[C@H]1Oc2ccc(NC(=O)Nc3ccc(C(F)(F)F)cc3)cc2CC(=O)N([C@H](C)CO)C[C@@H]1C,1.8
C[C@@H]1CCCCO[C@H](CN(C)S(=O)(=O)c2ccc(F)cc2)[C@H](C)CN([C@H](C)CO)C(=O)c2cc(NC(=O)Nc3ccc(F)cc3)ccc2O1,2.0
C[C@@H]1CN([C@H](C)CO)C(=O)Cc2cc(NC(=O)C3CCCCC3)ccc2O[C@H]1CN(C)Cc1ccc(Oc2ccccc2)cc1,-11.7
CCC(=O)N(C)C[C@H]1Oc2cc(Br)ccc2S(=O)(=O)N([C@H](C)CO)C[C@H]1C,0.1
C[C@H](CO)N1C[C@H](C)[C@H](CN(C)S(=O)(=O)c2cccc(F)c2)Oc2ncc(C#CC3CCCC3)cc2C1=O,17.4
Cc1noc(C)c1NC(=O)Nc1cccc2c1O[C@@H](CN(C)Cc1ccncc1)[C@H](C)CN([C@@H](C)CO)C2=O,-2.2
Fc1ccccc1-c1n[nH]c(=S)n1CCCN1CCOCC1,3.1
CC(C)NC(=O)N(C)C[C@H]1Oc2c(NC(=O)CCCCCC(=O)Nc3ccccc3N)cccc2C(=O)N([C@@H](C)CO)C[C@H]1C,-6.7
C[C@@H]1CN([C@H](C)CO)C(=O)c2cc(NC(=O)Nc3ccccc3)ccc2O[C@@H]1CN(C)Cc1ccc(C(F)(F)F)cc1,-12.3
C[C@@H]1CN([C@H](C)CO)C(=O)c2cc(NS(=O)(=O)c3ccccc3)ccc2O[C@H]1CN(C)S(=O)(=O)c1cccs1,4.6
# Remaining list, next part.
SMILES,NSD2 block
O=C(C[C@H]1CC[C@@H](NC(=O)Nc2ccc(F)cc2)[C@H](CO)O1)NCc1cccc(F)c1,9.1
COc1ccc(NC(=O)Nc2ccc3c(c2)CC(=O)N([C@@H](C)CO)C[C@H](C)[C@H](CN(C)C(=O)Nc2ccc(F)cc2)O3)cc1,-1.0
CNC[C@@H]1Oc2c(NC(=O)c3cc(C)nn3C)cccc2C(=O)N([C@@H](C)CO)C[C@@H]1C,2.5
CC(C)C#Cc1ccc2c(c1)O[C@@H](CN(C)C(=O)CC1CC1)[C@@H](C)CN([C@@H](C)CO)S2(=O)=O,0.7
CNC[C@@H]1OCCCC[C@H](C)Oc2ccc(NC(=O)c3ccccc3)cc2C(=O)N([C@@H](C)CO)C[C@H]1C,3.3
COc1ccc(S(=O)(=O)N(C)C[C@@H]2Oc3ccc(NC(=O)CCCN(C)C)cc3C(=O)N([C@@H](C)CO)C[C@@H]2C)cc1,-2.9
C[C@@H]1CN([C@@H](C)CO)S(=O)(=O)c2ccc(C#CCC3CCCC3)cc2O[C@H]1CN(C)C(=O)c1cnccn1,-3.2
CC(C)NC(=O)Nc1ccc2c(c1)C(=O)N([C@@H](C)CO)C[C@@H](C)[C@@H](CN(C)CC1CCCCC1)OCCCC[C@H](C)O2,3.7
C[C@@H]1CN([C@@H](C)CO)C(=O)Cc2cc(NC(=O)c3ccncc3)ccc2O[C@H]1CN(C)Cc1ccc(C(=O)O)cc1,3.1
CCCCC(=O)Oc1ccccc1C(=O)O,0.3
COc1ccc(S(=O)(=O)N(C)C[C@H]2Oc3ccc(NS(=O)(=O)c4ccc(F)cc4)cc3CC(=O)N([C@@H](C)CO)C[C@@H]2C)cc1,-2.4
Cc1c(C#N)c2ccccc2n1CC(=O)NCCc1c[nH]c2ccccc12,-5.7
O=C(O)c1cccc(/C=N/NC(=O)c2ccc(C(=O)NO)cc2)c1,2.9
Cn1c(=O)c2[nH]c(C3CCCC3)nc2n(C)c1=O,0.3
COc1cc2cc3c4cc(OC)c(OC)cc4cc[n+]3c(C)c2cc1OC,-0.1
CNC[C@@H]1OCCCC[C@H](C)Oc2ccc(NS(=O)(=O)c3ccc(OC)cc3)cc2C(=O)N([C@H](C)CO)C[C@@H]1C,9.5
O=C(C[C@@H]1CC[C@@H](NC(=O)c2cccc(F)c2)[C@@H](CO)O1)NCc1ccc(Oc2ccccc2)cc1,-2.2
CC(C)NC(=O)Nc1cccc2c1O[C@H](CN(C)CC1CCCCC1)[C@H](C)CN([C@@H](C)CO)C2=O,-1.5
Cc1ccccc1/C=N/NC(=O)CCCCCC(=O)O,-4.6
C[C@@H]1CCCCO[C@@H](CN(C)C(=O)Nc2ccccc2)[C@@H](C)CN([C@@H](C)CO)C(=O)c2cc(NC(=O)Nc3ccc(F)cc3)ccc2O1,-2.3
C[C@H](CO)N1C[C@H](C)[C@H](CN(C)S(=O)(=O)c2ccc(Oc3ccccc3)cc2)OCc2cnnn2CCCC1=O,19.2
C[C@@H]1CN([C@H](C)CO)C(=O)c2cc(NC(=O)CCC(F)(F)F)ccc2O[C@@H]1CN(C)S(=O)(=O)c1cn(C)cn1,3.1
C[C@@H]1CN([C@H](C)CO)C(=O)c2cc(NS(C)(=O)=O)ccc2O[C@H]1CN(C)C(=O)Nc1ccccc1,-1.0
CC(C)NC(=O)Nc1ccc2c(c1)CC(=O)N([C@@H](C)CO)C[C@H](C)[C@H](CN(C)C(=O)NC(C)C)O2,2.9
C[C@H]1CN([C@@H](C)CO)C(=O)Cc2cc(NC(=O)c3ccncc3)ccc2O[C@@H]1CN(C)CC1CCCCC1,4.3
C[C@H](CO)N1C[C@H](C)[C@@H](CN(C)C(=O)C2CCOCC2)Oc2cc(-c3ccc(F)cc3)ccc2S1(=O)=O,-0.8
C[C@@H]1CN([C@H](C)CO)C(=O)c2cc(NC(=O)C3CCCCC3)ccc2O[C@H]1CN(C)C(=O)Nc1ccc2c(c1)OCO2,4.6
CN1CCN(C(=O)C2=C[C@H](c3ccc(C(F)(F)F)cc3)C[C@H](OCc3ccc(CO)cc3)O2)CC1,3.0
Cc1ccc(S(=O)(=O)Nc2ccc3c(c2)C(=O)N([C@@H](C)CO)C[C@@H](C)[C@H](CN(C)Cc2ccc4c(c2)OCO4)O3)cc1,12.8
Cc1ccc(S(=O)(=O)N(C)C[C@H]2Oc3ccc(NC(=O)NC4CCCCC4)cc3C(=O)N([C@@H](C)CO)C[C@@H]2C)cc1,2.7

# Shown with values ahead of the structure: three of the compounds above
NSD2 block	Molecule
4.3	C[C@H]1CN([C@@H](C)CO)C(=O)Cc2cc(NC(=O)c3ccncc3)ccc2O[C@@H]1CN(C)CC1CCCCC1
-0.8	C[C@H](CO)N1C[C@H](C)[C@@H](CN(C)C(=O)C2CCOCC2)Oc2cc(-c3ccc(F)cc3)ccc2S1(=O)=O
4.6	C[C@@H]1CN([C@H](C)CO)C(=O)c2cc(NC(=O)C3CCCCC3)ccc2O[C@H]1CN(C)C(=O)Nc1ccc2c(c1)OCO2

# Screening results as filed in PubChem BioAssay.
